Screens as filed in PubChem.
HBB splicing – alters splicing of the hemoglobin beta chain; HBB splicing reporter cell assay, activation; EGFP reporter with mutant IVS2-654 intron; response scale: normalised to 500 nM splice-correcting PNA; Potency, µM (doses to about 46.1 µM), for inactives: at the highest dose activation, usual class: activators; 0.06% of 65,000 active; note: potency is the fitted concentration of half-maximal effect; 0% is about no effect
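Compounds were applied for 2 days to HeLa EGFP-654 cells, 500/well in Optimem with 2% FCS. The reporter's EGFP is disrupted by mis-splicing of beta-globin intron IVS2-654. Readout: summed well GFP fluorescence from 488 nm laser scanning; reference was 500 nM antisense […] 654 PNA.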
Ub-GFP proteasome – inhibits proteasome, raising ubiquitin-GFP reporter fluorescence; 67,000 tested, under 10 active; Potency, µM (highest dose often 45.9 µM), for inactives: at the top dose activation (GFP accumulation), actives largely listed as activators; Ubiquitin-GFP reporter cells, proteasome inhibition, GFP fluorescence; response scale: untreated = 0%, 10 µM MG-132 = 100%; AID 526; active = well fitted activation curve with a large enough effect, not every such curve was filed as active; inconclusive = small, poorly fitted or top-dose-only effect, or another doubt; inactive = no such curve, though single readings can be large or run the other way; note: potency is the fitted concentration of half-maximal effect
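Reporter cells (U2OS, ubiquitin-G76V-GFP fusion) are plated overnight, then treated 4 hr at 37 °C with compound titrations from 46 uM down to 2.9 nM. Activity is scaled against untreated cells and 10 uM MG-132.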
TexasRed autofl – compound fluoresces in the Texas Red spectral region; Compound fluorescence, Texas Red channel, 547/618 nm; active compounds read high; max dye-equivalent concentration, M; 0.06% of 59,000 active; in the data active = max dye-equivalent concentration above about 10 nM; inconclusive = between about 1.1 nM and that limit
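qHTS profiling of intrinsic compound fluorescence; 100 mM Tris pH 8.0; 15 min RT; ex 547 / em 618 nm; response expressed as Texas Red dye-equivalent concentration from six-point plate standard.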
HADH2 inhib – blocks human hydroxyacyl-CoA dehydrogenase type II | Q99714 | recombinant HADH2, NADH fluorescence, beta-hydroxybutyryl-CoA | Potency, µM (doses to about 57.1 µM), without a hit: at the top dose activity change, negative = inhibition, usual class: inhibitors | 3.4% of 73,000 active | AID 886; note: potency is the fitted concentration of half-maximal effect; % is set by controls: 0 for no effect and ±100 for the full control effect; nearly all actives have a fitted effect of over 60% in size; many of its hits are not listed in these tables
Target sequence (Q99714 whole entry, looked up, one chain of several): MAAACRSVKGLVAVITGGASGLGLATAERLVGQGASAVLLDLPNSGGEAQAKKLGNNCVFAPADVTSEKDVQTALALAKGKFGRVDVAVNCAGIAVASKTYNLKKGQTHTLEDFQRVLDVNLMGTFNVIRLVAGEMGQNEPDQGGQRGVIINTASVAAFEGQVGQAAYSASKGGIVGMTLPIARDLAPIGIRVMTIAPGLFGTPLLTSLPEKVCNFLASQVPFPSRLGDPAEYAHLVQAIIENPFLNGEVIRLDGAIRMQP
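Read-out: 360 nm excitation, 450 nm emission, kinetic over 4 min. Conditions: His-tagged human HADH2 20 nM, pH 9.0 Tris with Tween-20, 1 mM NAD+, 90 uM beta-hydroxybutyryl-CoA.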
4-MU autofl – compound fluoresces in the 4-MU spectral region. AID 589. compound autofluorescence, 340/450 nm, 4-MU equivalents; active compounds read high. max dye-equivalent concentration, M. 11% of 59,000 active; in the data active = max dye-equivalent concentration above about 10 nM; inconclusive = mostly about 1.1 nM to 9.6 nM
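Compounds in 100 mM Tris, pH 8.0, sat 15 min at room temperature before fluorescence was read at 340 nm excitation/450 nm emission; a per-plate six-point 4-MU standard curve converted signals to dye-equivalent concentration at each compound concentration.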
15-hLO inh – inhibitors of human 15-lipoxygenase (ALOX15); P16050; Potency, µM (doses to about 57.1 µM), inactives show at the top dose activity change, negative = inhibition, hits mostly inhibitors; purified 15hLO-1, xylenol orange hydroperoxide absorbance; 1.4% of 74,000 active; note: potency is the fitted concentration of half-maximal effect; % is set by controls: 0 for no effect and ±100 for the full control effect; nearly all actives have a fitted effect of over 55% in size
Target sequence (P16050 whole entry, looked up): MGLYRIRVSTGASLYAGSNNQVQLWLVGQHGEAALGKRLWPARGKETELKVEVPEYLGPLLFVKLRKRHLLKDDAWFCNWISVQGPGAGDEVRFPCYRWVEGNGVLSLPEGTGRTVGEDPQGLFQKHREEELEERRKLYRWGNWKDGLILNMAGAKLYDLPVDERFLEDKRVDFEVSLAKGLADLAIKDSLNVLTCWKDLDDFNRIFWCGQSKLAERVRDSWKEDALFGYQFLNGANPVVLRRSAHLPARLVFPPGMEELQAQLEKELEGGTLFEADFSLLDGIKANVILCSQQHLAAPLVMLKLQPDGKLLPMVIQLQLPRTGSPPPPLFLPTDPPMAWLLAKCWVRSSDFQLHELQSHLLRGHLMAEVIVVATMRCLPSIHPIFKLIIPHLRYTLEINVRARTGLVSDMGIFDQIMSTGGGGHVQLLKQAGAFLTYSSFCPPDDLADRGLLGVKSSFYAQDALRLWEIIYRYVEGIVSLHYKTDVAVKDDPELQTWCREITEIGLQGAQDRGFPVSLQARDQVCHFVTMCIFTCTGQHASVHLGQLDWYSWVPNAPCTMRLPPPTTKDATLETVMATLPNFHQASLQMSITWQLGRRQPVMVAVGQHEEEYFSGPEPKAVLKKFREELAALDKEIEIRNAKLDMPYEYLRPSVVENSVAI
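40 nM 15hLO-1 + cpd, 15 min RT; start w/ 50 uM AA (final), 6 min RT; stop/detect w/ 200 uM XO + 300 uM Fe(II) in 50 mM H2SO4, 30 min; A573/A405. Buffer 25 mM Hepes pH 7.5, 0.01% Triton X-100. No-enzyme wells as negative control.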
Pol III holo inh – DNA polymerase III holoenzyme inhibition; Potency, µM (highest dose often 57.1 µM), for inactives: at the top dose activity change, negative = inhibition; AID 603; 0.25% of 71,000 active; reconstituted DNA polymerase III holoenzyme replication, biochemical; note: potency is the fitted concentration of half-maximal effect; % is set by controls: 0 for no effect and ±100 for the full control effect
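Reconstituted *E. coli* holoenzyme (0.35 nM Pol III, 1 nM beta, 154 nM SSB, 2 nM primase) was preincubated with compound for 15 min at RT. Synthesis on 1.4 nM ssM13Gori ran 35 min, then was stopped with PicoGreen/EDTA and read as dsDNA fluorescence.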
Fluorescein fluor – compound fluoresces in the fluorescein spectral region; Compound autofluorescence, 480/540 nm, fluorescein-equivalent; active compounds read high; max fluorescein-equivalent concentration, M; 0.91% of 59,000 active; in the data active = max fluorescein-equivalent concentration above about 10 nM; inconclusive = between about 1.1 nM and that limit
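Values reflect compound autofluorescence, normalized to fluorescein on the same plate and reported at each tested concentration. Conditions: 100 mM Tris pH 8.0, room temperature, 15 min, excitation 480 nm, emission 540 nm.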
Rhodamine autofl – compound autofluorescence in rhodamine spectral region; Rhodamine-region fluorescence, 547/598 nm, Tris buffer; active compounds read high; max dye-equivalent concentration, M; 0.05% of 59,000 active; AID 594; in the data active = max dye-equivalent concentration above about 11 nM; inconclusive = between about 1.1 nM and that limit
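Intensities are converted to rhodamine-equivalent concentration using a six-point rhodamine standard on each plate. Compounds sit 15 min at room temperature in 100 mM Tris buffer, pH 8.0; read uses the 547/598 nm excitation/emission pair.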
Epigenetic mod – epigenetic GFP locus derepression in mouse cells; mouse C127i GFP locus derepression, cytometry, 30 h; Potency, µM (doses to about 46.1 µM), without a hit: at the top dose GFP derepression (activation); 0.09% of 68,000 active; AID 597; note: % of control where 0% means no effect
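Murine C127i mammary cells carrying a silenced, stably integrated CMV-driven GFP reporter were treated with compound for 30 hours at 37 C. After PBS washes, GFP-positive cells were counted by laser-scanning microplate cytometry.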
Hsp90 Hop PPI – changes Hsp90-Hop TPR2A binding signal, up or down; Potency, µM (doses to about 57 µM), for inactives: at the highest dose activity change, negative = inhibition; 0.44% of 71,000 active; AID 595; AlphaScreen TPR2A-His6 binding biotin-Hsp90 C-terminal peptide; active = well fitted curve in either direction with a large enough effect; inconclusive = small, poorly fitted or top-dose-only effect, or another doubt; note: potency is the fitted concentration of half-maximal effect; % is set by controls: 0 for no effect and ±100 for the full control effect; many of its hits are not listed in these tables
* marks the source's active call; other numbers are inactive results; i = inactive; u = inconclusive; x = no result given; & = joins results of further samples; [ ] = dose if it differs, or a comment. Unless noted, calls come from the whole dose curve; as a rule, active = well fitted curve in the direction sought with a large enough effect; inconclusive = small, poorly fitted or top-dose-only effect, or another doubt; inactive = no such curve, though single readings can be large; an effect the other way counts as inactive or inconclusive. Only part of the results is shown; rates above refer to the full screens.

structure	HBB splicing	Ub-GFP proteasome	TexasRed autofl	HADH2 inhib	4-MU autofl	15-hLO inh	Pol III holo inh	Fluorescein fluor	Rhodamine autofl	Epigenetic mod	Hsp90 Hop PPI
Cc1cc(C)c2nc(-c3ccccn3)cc(C(=O)Nc3cc(C)on3)c2c1	-0.3%	11%	i	u	3.8e-08M*	-5%	-4%	i	i	-2%	-7%
COCCOC(=O)C1=C(C)Nc2ncnn2C1c1ccc(F)cc1 (stereo unspecified)	0.0%[1.84 µM]	-13%	u	9%	i	10%	1%	i	i	0%	-2%
O=C(CSc1nnc(Nc2ccccc2F)s1)NCc1ccco1	-0.1%[57.5 µM]	6%	i	-10%	i	-29%	-5%	i	i	1%	-2%
CC(C)OC(=O)Cn1c(=O)sc2ccccc21	-0.1%[57.5 µM]	1%	i	-9%	i	3%	-6%	i	i	-1%	0%
O=C(O)c1ccc(-n2c(-c3ccccc3)n[nH]c2=S)cc1	-1.1%	3%	i	-13%	i	-11%	-4%	i	i	3%	1%
Cc1cc(C(=O)NCC(c2ccco2)N(C)C)no1 (stereo unspecified)	3.0%[1.84 µM]	11%	i	1%	i	-8%	-4%	i	i	3%	1%
CCC[C@@H]1O[C@@H]2C[C@@H]3[C@@H]4CCC5=CC(=O)C=C[C@@]5(C)[C@H]4[C@H](O)C[C@@]3(C)[C@@]2(C(=O)CO)O1	0.3%	-5%	u	7%	i	x	-7%	i	i	1%	-2%
Cc1ccc(C)c(NC(=O)CS(=O)(=O)c2c[nH]c3ccccc23)c1	-0.2%	0%	i	7%	i	-4%	2%	i	i	2%	-4%
COCCNC(=O)c1csc2c1CCCC2	-2.9%	u	i	0%	i	4%	0%	u	i	0%	1%
CC1CCCC(NC(=O)CN(C)S(=O)(=O)c2cccc3cccnc23)C1C (stereo unspecified)	-1.5%	0%	x	-4%	x	-7%	-8%	x	x	x	-4%[2.3 µM]
Cc1cc2ccccc2c(=O)n1CC(=O)Nc1ccc2c(c1)OCCO2	-0.5%	4%	u	7%	i	-6%	-2%	i	i	2%	-7%
COc1ccc(C2CC(C(F)(F)F)n3nc(C(=O)NCCN4CCOCC4)cc3N2)cc1 (stereo unspecified)	-0.2%[57.5 µM]	-3%	i	4%	i	7%	u	u	i	-3%	0%
Cc1ccc(C)c(NC(=O)CC(NCCCN2CCOCC2)C(=O)O)c1 (stereo unspecified)	-0.1%	-11%	i	-5%	i	2%	-5%	i	i	-4%	-2%
Cc1ccc2cc(C(c3nnnn3Cc3ccccc3)N3CCN(c4ccccc4)CC3)c(=O)[nH]c2c1 (stereo unspecified)	-3.0%	1%	u	-1%	i	-1%	3%	u	i	0%	-17%
COCCn1c(C)cc(C(=O)CSc2n[nH]c(N)n2)c1C	-1.3%	3%	i	-12%	i	-17%	-3%	i	i	3%	-5%
Cc1ccc(-c2nc3cnccn3c2Nc2ccc3c(c2)OCO3)o1	-0.9%	10%	x	-11%	x	-12%	7%	x	x	x	-9%
Cc1cc(C)n(-c2nc(NC(C)(C)C)nc(NC(C)(C)C)n2)n1	-0.7%[9.22 µM]	0%	x	12%	x	35%[activator]	6%	x	x	13µM*	-2%
Cc1nn(C)c(C)c1S(=O)(=O)NCc1cccs1	-1.6%	-4%	i	10%	u	-8%	-2%	i	i	2%	-1%
COc1cc2c3cc1Oc1cc(ccc1O)C[C@@H]1c4c(cc(OC)c(O)c4Oc4ccc(cc4)C[C@H]3[N+](C)(C)CC2)CC[N+]1(C)C	4.6%[9.22 µM]	-3%[9.17 µM]	i	1%[11.4 µM]	u	1%[11.4 µM]	-10%[11.4 µM]	i	i	-1%[9.22 µM]	-4%[11 µM]
CCCCOc1ncnc2c1[nH]c1ccccc12	-3.9%[57.5 µM]	-5%	i	19%	i	-23%	-2%	i	i	3%	2%
O=C(NC(Cc1ccc2c(c1)OCO2)C(=O)N1CCCC1C(=O)O)c1ccccc1 (stereo unspecified)	2.2%[0.0738 µM]	-14%[9.17 µM]	x	-9%[11.4 µM]	x	6%[11.4 µM]	-7%[11.4 µM]	x	x	2%	-4%[11 µM]
CCOC(=O)CSc1nnnn1-c1cc(OC)c(Cl)cc1OC	-3.5%	-4%	i	12%	i	0%	0%	i	i	2%	-3%
COC(=O)CNC(=O)c1c(C)cc(=O)oc1C	x	x	i	x	i	x	x	u	i	0%[20.6 µM]	x
COc1ccccc1C(=O)n1nc(-c2ccc(Cl)cc2)nc1N	2.6%	0%	u	6%	i	13µM*	-6%	u	i	2%	-2%
CCc1ccc(S(=O)(=O)NCCc2cn3ccccc3n2)s1	-2.4%	-5%	u	2%	i	7%	-6%	i	i	10%	0%

Part of the list above, with values under each structure.
Under each structure: HBB splicing	Ub-GFP proteasome	TexasRed autofl	HADH2 inhib	4-MU autofl	15-hLO inh	Pol III holo inh	Fluorescein fluor	Rhodamine autofl	Epigenetic mod	Hsp90 Hop PPI
> COCCNC(=O)c1csc2c1CCCC2
→ -2.9%	u	i	0%	i	4%	0%	u	i	0%	1%
> CC1CCCC(NC(=O)CN(C)S(=O)(=O)c2cccc3cccnc23)C1C (stereo unspecified)
→ -1.5%	0%	x	-4%	x	-7%	-8%	x	x	x	-4%[2.3 µM]

Returning to the listing, repeating the two entries before the break.
structure	HBB splicing	Ub-GFP proteasome	TexasRed autofl	HADH2 inhib	4-MU autofl	15-hLO inh	Pol III holo inh	Fluorescein fluor	Rhodamine autofl	Epigenetic mod	Hsp90 Hop PPI
COc1ccccc1C(=O)n1nc(-c2ccc(Cl)cc2)nc1N	2.6%	0%	u	6%	i	13µM*	-6%	u	i	2%	-2%
CCc1ccc(S(=O)(=O)NCCc2cn3ccccc3n2)s1	-2.4%	-5%	u	2%	i	7%	-6%	i	i	10%	0%
Cc1cccc(C)c1NC(=O)CSc1nnc(-c2ccncc2)n1Cc1ccco1	1.2%	2%	u	u	i	-9%	-2%	i	i	-2%	1%
Cc1c(NC(=O)CSc2ccccc2C(=O)Nc2cccnc2)c(=O)n(-c2ccccc2)n1C	-0.3%	-5%	i	4%	i	12%	1%	i	i	0%	-6%
CCCCn1c(SCC(=O)Nc2nnc(CC)s2)nc2ccccc2c1=O	x	-6%	i	-3%	2.8e-07M*	3%	-1%	i	i	2%	-5%
COc1cc(Cl)c(C)cc1NC(=O)CSc1nnc(-c2ccco2)n1CC(C)C	2.3%[57.5 µM]	-1%	i	u	i	u	8%	u	i	-4%	-8%
O=C(O)c1cccnc1C(=O)O	-0.3%	-7%&-8%	i	8%&11%	i	35%[activator]	-1%&2%	u	i	-2%&-1%	3.2µM*
CCCCn1cnc2cc(NCc3ccncc3)ccc21	-0.2%	-5%	i	-26%	i	4%	-1%	i	i	2%	-9%
COc1cc(OC)cc(C(=O)NC2CC3CCC(C2)N3Cc2ccco2)c1 (stereo unspecified)	x	6%	u	11%	i	0%	-4%	i	i	6%	-2%
Cc1cc2cc(CCNC(=O)CC(C)(C)C)c(=O)[nH]c2cc1C	-0.2%	-6%	x	1%	x	-11%	-4%	x	x	x	1%
Cc1nn(-c2ccccc2)c2sc(C(=O)O)cc12	-2.2%	-1%	u	-12%	i	-2%	-6%	i	i	-5%	1%
CCOC(=O)N1CCN(C(=O)C2CCCN(c3nc4ccc(OCC)cc4s3)C2)CC1 (stereo unspecified)	-0.8%	4%	x	-3%	x	-4%	2%	x	x	0%	-11%
CC(C)(C)NC(=O)C(c1ccccc1)N(C(=O)c1ccco1)C1CC1 (stereo unspecified)	-1.5%	-2%	i	5%	i	8%	-5%	u	i	-1%	-5%
CCCCN(CC)C(=O)c1cccc(Cl)c1	0.1%	5%	i	-2%	i	3%	1%	i	i	15%	0%
CCCC(=O)OCC(=O)Nc1cc(C(C)(C)C)nn1-c1ccccc1	0.0%[57.5 µM]	-6%	u	16%	i	-24%	-9%	i	i	1%	0%
Cn1c(=O)c2c(nc(N3CCOCC3)n2Cc2c(F)cccc2Cl)n(C)c1=O	-0.4%[57.5 µM]	-5%	i	9%	i	-1%	1%	i	i	0%	-2%
COc1ccc(C(=O)N(CCN2CCOCC2)CC(=O)NC2CCCC2)cc1OC	x	-2%	i	6%	i	1%	-7%	i	i	3%	3%
O=C1OCCC1Sc1nc(-c2ccccc2)cs1 (stereo unspecified)	-0.7%	5%	u	-9%	i	-3%	-4%	i	i	6%	3%
